KCNQ2 block: KCNQ2 potassium channel inhibitors, primary screen, cell-based, CHO-K1, FluxOR thallium flux, B-score (AID 2156); O88943; 20 min; stronger effect = lower value; B-score at 10 µM; hit rate 1.1% among 310,000;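 active means fluorescence ratio B-score at most minus 3 library SDs, with starting brightness B-score within 2 library SDs, cut at about -5.5 in these data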
Target sequence (O88943 whole entry, looked up): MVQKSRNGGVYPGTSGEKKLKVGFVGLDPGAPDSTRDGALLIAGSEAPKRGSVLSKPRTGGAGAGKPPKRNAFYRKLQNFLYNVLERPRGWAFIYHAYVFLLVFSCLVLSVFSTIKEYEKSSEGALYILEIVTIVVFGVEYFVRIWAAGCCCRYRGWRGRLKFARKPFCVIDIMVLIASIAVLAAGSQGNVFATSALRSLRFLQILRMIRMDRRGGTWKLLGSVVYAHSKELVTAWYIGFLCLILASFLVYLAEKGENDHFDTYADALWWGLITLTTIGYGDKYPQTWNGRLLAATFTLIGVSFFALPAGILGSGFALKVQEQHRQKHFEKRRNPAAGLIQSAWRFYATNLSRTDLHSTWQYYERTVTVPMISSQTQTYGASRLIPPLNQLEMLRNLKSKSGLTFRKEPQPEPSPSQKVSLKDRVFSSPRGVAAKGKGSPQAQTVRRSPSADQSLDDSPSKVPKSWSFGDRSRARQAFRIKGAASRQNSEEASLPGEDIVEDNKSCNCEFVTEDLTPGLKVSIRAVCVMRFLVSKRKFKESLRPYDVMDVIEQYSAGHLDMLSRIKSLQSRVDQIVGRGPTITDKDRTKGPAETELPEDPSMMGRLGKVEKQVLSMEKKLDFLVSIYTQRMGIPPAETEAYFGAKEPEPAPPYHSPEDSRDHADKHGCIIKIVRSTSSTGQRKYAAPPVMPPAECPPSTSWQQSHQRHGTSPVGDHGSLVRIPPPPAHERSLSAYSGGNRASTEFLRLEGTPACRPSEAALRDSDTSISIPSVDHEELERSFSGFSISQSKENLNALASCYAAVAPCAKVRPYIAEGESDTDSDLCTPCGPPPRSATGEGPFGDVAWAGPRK
Kir21 inh: inhibitors of mouse Kir2.1 inward-rectifier potassium channel; B-score at 10 µM; hit rate 0.85% among 310,000; HEK293-Kir2.1, FluxOR thallium flux fluorescence; stronger effect = lower value;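 active means fluorescence ratio B-score at or below minus 3 SD of library scores, with starting-brightness B-score within 2 SD, cut at about -4.2 in these data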;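 further: channel flux triggered by added potassium and thallium sulfate stimulus; B-score of peak minus minimum fluorescence over baseline after thallium stimulus; more negative B-score means stronger Kir2.1 block with less thallium influx; some compounds called inactive have numbers as strong as hits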
The depositor's hits bear a star; i = inactive.

SMILES	KCNQ2 block	Kir21 inh
CCCCCCc1c(C)c2ccc(OCC(=O)N[C@@H](Cc3ccccc3)C(=O)O)cc2oc1=O	i	2.3
CCCCn1c(N)c(N(CCOC)C(=O)Cn2c(=O)oc3ccccc32)c(=O)[nH]c1=O	i	-0.8
Cc1cc(NC(=O)c2ccc(S(=O)(=O)Nc3ccccc3)cc2)no1	i	-0.69
O=C(O)c1ccc2c(c1)C(=O)N(NC(=O)c1ccccc1)C2=O	i	0.38
Nc1cc(Cl)ccc1N1C(=O)CCC1=O	i	0.69
COc1cc(S(=O)(=O)N2CCOCC2)ccc1NC(=O)COC(=O)CC12CC3CC(CC(C3)C1)C2	i	0.38
Cc1c(Cl)cccc1NC(=O)CNC(=O)c1ccc(F)cc1	i	-1.4
O=C(Nc1ccc(F)cc1F)c1cc2ncc(Br)cn2n1	i	-0.58
CC/C(=N\NC(=O)c1ccncc1)C12CC3CC(CC(C3)C1)C2	i	0.01
COc1ccc(C2CC(c3cccs3)=NN2S(=O)(=O)c2ccc(C)cc2)cc1 (stereo not given)	i	-1.1
O=C(Cc1cc(=O)[nH][nH]1)N/N=C/c1ccccc1Cl	i	-0.07
O=[N+]([O-])c1ccc(-c2csc(N3CCCCCC3)n2)cc1	i	0.69
CCNC(=O)c1ccc(-n2nc(C(F)(F)F)c3c2CCCC3)cc1	i	2.5
CC1(C)CC2CC(C)(CN2C(=S)Nc2ccccc2)C1 (stereo not given)	i	-0.3
CN(CC(=O)N1CCCCCC1)S(=O)(=O)c1ccc(F)cc1	i	-0.44
O=C(c1cc2nc(C3CC3)cc(C(F)F)n2n1)N1CCOCC1	i	-1.9
CC(C)CC(=O)N1CCN(Cc2ccccc2[N+](=O)[O-])CC1	i	0.91
Cn1ccnc1C1CCCCN1Cc1nc(-c2ccc3c(c2)OCO3)no1 (stereo not given)	i	-0.79
O=C(Nc1ccc(-c2cn3c(n2)SCC3)cc1)c1ccc2ccccc2n1	i	0.11
COc1ccc(S(=O)(=O)CCC(=O)N2CCN(c3ccccc3F)CC2)cc1	i	-1.2
O=[N+]([O-])c1ccccc1S(=O)(=O)N1CCCC(C(F)(F)F)C1 (stereo not given)	i	1.9
Cn1cc(/C=C(\NC(=O)c2ccccc2Cl)C(=O)N2CCOCC2)c2ccccc21	-7*	0.17
COc1ccc(-c2ccc3sc4ccccc4c(=O)c3c2)cn1	i	1.3
O=C(CNC(=O)C1CCCCC1)OCC(=O)c1ccc(Cl)s1	i	1.1
O=C(O)c1nn(-c2ccc(F)cc2)ccc1=O	i	0.31
O=C(CSc1nc2ccc(Nc3nc(N4CCOCC4)nc(N4CCOCC4)n3)cc2s1)NCc1ccco1	i	-0.94
CCNC(=O)c1sc(-c2ccccc2)nc1C	i	1.2
Cc1cc2c(OCC(O)CN3CCCC3)cccc2[nH]1 (stereo not given)	i	-1.5
Cc1cccc(C)c1NC(=O)COc1cccc(/C=N/NC(=O)C(=O)NCc2ccccc2)c1	i	-0.59
Cc1cccc(N2C(=O)CC(Cn3nc(C)cc3C)C2=O)c1 (stereo not given)	i	-0.09
O=C(N/N=C/c1ccc2c(c1)OCO2)c1cc(-c2ccccc2)nc2ccccc12	i	-0.5
COc1ccc(NC(=O)c2cnc(SCC(=O)NCCc3ccccc3)n(C)c2=O)cc1	i	1.1
CC(C)NC(=O)C(=O)N/N=C/c1ccco1	i	-1.7
COc1ccc(CN2CC(C(=O)NCCCOC(C)C)CC2=O)cc1 (stereo not given)	i	-0.77
O=c1c2oc3ccccc3c2[nH]c(=S)n1-c1ccc(F)cc1	i	0.24
Cc1cc(O)ccc1NC(=S)NC(=O)c1cncc(Br)c1	i	-0.81
NS(=O)(=O)c1ccc(NC(=O)Cc2cccs2)cc1	i	1.2
O=C1N/C(=N/c2ccccn2)SC1Cc1ccccc1 (stereo not given)	i	1.6
COc1ccc(/C=N/NS(=O)(=O)c2ccc(NC(C)=O)cc2)cc1	i	0.84
Cc1cc(C)c2c(c1)C1(OCCO1)C(=O)N2	i	0.58
Cc1ccc(C(=O)c2c(NC(=O)c3ccccc3)sc(C)c2C)cc1	-7.5*	-2.4
COCCN(C(=O)c1csnn1)C(C(=O)NC1CCCCC1)c1ccccc1F (stereo not given)	i	-1.2
CCOc1cc(NC(=S)NCC2CCCO2)c(OCC)cc1NC(=O)CC (stereo not given)	i	1.9
O=C(NCCc1c[nH]c2ccccc12)C(=O)NCC1OCCN1S(=O)(=O)c1ccccc1 (stereo not given)	i	-1.6
CCOC(=O)C(Sc1ncn[nH]1)c1ccccc1 (stereo not given)	i	0.38
Cc1nc(NC(=O)COc2ccccc2)sc1C(=O)Nc1cccc(Cl)c1	i	0.1
CCOc1ccc(/C(CC)=N/NC(=O)C2(C)CC2(Br)Br)cc1 (stereo not given)	i	-0.97
O=C(c1cc(-c2ccc(Br)cc2)on1)N1CCOCC1	i	0.2

Shown as a hit in KCNQ2 block, among the entries above:
SMILES	KCNQ2 block	Kir21 inh
Cn1cc(/C=C(\NC(=O)c2ccccc2Cl)C(=O)N2CCOCC2)c2ccccc21	-7*	0.17
Cc1ccc(C(=O)c2c(NC(=O)c3ccccc3)sc(C)c2C)cc1	-7.5*	-2.4

Remaining list, next part.
SMILES	KCNQ2 block	Kir21 inh
COc1ccc(CCNC(=O)CCS(=O)(=O)c2ccc(C)cc2)cc1OC	i	-0.97
COc1ccc(-c2nc(=S)c3c(n2CCN2CCOCC2)CC(C)(C)OC3)cc1	i	0.84
CCCCNC(=S)NNC(=O)CCn1nc(C)c(Br)c1C	i	0.63
CCOc1cc(C(=O)CSc2nnc(CNc3ccc(Cl)cc3)o2)ccc1NC(=O)CC	i	0.41
Cc1ccc(CCNC(=O)c2nn(C)c3c2CS(=O)(=O)c2ccccc2-3)cc1	i	-1.3
CC[C@@H](C)[C@@H](C(=O)N1CCN(C(=O)OC(C)(C)C)CC1)n1cc(CCCCNC(=O)OC(C)(C)C)nn1	i	-0.02
O=C(NCc1ccc2c(c1)OCO2)C(c1ccco1)N(C(=O)c1csnn1)c1ccccc1 (stereo not given)	i	0.92
CCCc1nc(SCC(=O)NNC(=O)c2ccc(OC)cc2)c2ccccc2n1	i	-2.8
CN1C(=O)c2ccc(NC(=O)C3CCCCC3)cc2C1=O	i	-0.68
Cc1ccc(S(=O)(=O)CC(=O)c2ccccc2[N+](=O)[O-])cc1	i	0.01
CC(=O)Cc1nsc(NC(=O)c2cc(-c3ccc(Cl)c(Cl)c3)oc2C)n1	i	0.32
COc1ccc(/C=N/n2cnc3c([nH]c4ccc(Br)cc43)c2=O)cc1CN1CCOCC1	i	0.9
COc1cc2ccccc2cc1C(=O)OCC(=O)N(CC(C)C)c1c(N)n(Cc2ccccc2)c(=O)[nH]c1=O	i	0.82
Cc1[nH]c2ccccc2c1/C=N/NC(=O)Nc1ccccc1	i	-2.2
CC(C)(C)Cc1nc2ccccc2n1CCc1ccccc1	i	-6.1*
Cc1ccc(C(=O)NNC(=O)c2ccc3ncccc3c2)cc1	i	-0.44
CCC(=O)c1ccc2c(c1)OCCO2	i	1.3
COc1ccc(OC)c(NC(=O)C2=C(C)Nc3ncnn3C2c2cccs2)c1 (stereo not given)	i	0.08
COc1ccc(C2N(c3ccc4c(c3)OCCO4)C(=O)C2(F)F)cc1OC (stereo not given)	i	1.8
O=C(NCc1ccco1)c1ccc2[nH]c(=O)c(=O)[nH]c2c1	i	2.1
CCCCn1c(SCc2nc3ccccc3s2)nc2ccccc2c1=O	-7.8*	0.04
O=C(CN1CCCC1)NCC12CC3CC(CC(C3)C1)C2	i	-1.3
CC1(C)CC(NC(=O)CC2CCCCC2)CC(C)(C)N1	i	-1.4
COc1cc(/C=N/NC2=NC(C)(C)Cc3ccccc32)cc(OC)c1OC	-5.6*	-1.5

3 entries from above, comma-delimited:
SMILES,KCNQ2 block,Kir21 inh
Cc1[nH]c2ccccc2c1/C=N/NC(=O)Nc1ccccc1,i,-2.2
COc1ccc(C2N(c3ccc4c(c3)OCCO4)C(=O)C2(F)F)cc1OC (stereo not given),i,1.8
Cc1ccc(C(=O)NNC(=O)c2ccc3ncccc3c2)cc1,i,-0.44

3 of these compounds in another layout.
CCCCn1c(SCc2nc3ccccc3s2)nc2ccccc2c1=O
  KCNQ2 block = -7.8*; Kir21 inh = 0.04
O=C(CN1CCCC1)NCC12CC3CC(CC(C3)C1)C2
  KCNQ2 block = i; Kir21 inh = -1.3
CC1(C)CC(NC(=O)CC2CCCCC2)CC(C)(C)N1
  KCNQ2 block = i; Kir21 inh = -1.4

Additional records
SMILES	KCNQ2 block	Kir21 inh
CCOC(=O)c1cc(NC(=O)c2cccnc2)cc(C(=O)OCC)c1	i	-2.3
CCN(CC)C(=O)c1ccc(-c2cccs2)s1	i	0.88
O=C(c1cc2c(s1)CCCC2)n1cccn1	i	-2.6
Cc1ccc(-n2nnnc2CNC(=O)C2CC(=O)N(c3ccc(F)cc3)C2)cc1C (stereo not given)	i	0.24
CSCCC(NC(=O)c1ccc([N+](=O)[O-])cc1Cl)C(=O)OCC(=O)NCC(F)(F)F (stereo not given)	i	-0.75
O=C(Nc1ccccc1)c1ccccc1CSc1ccccc1	i	-1.2
O=C(CN(CCCN1CCOCC1)C(=O)Cn1nnc(-c2ccc(F)cc2)n1)NC1CCCCC1	i	0.78
CC(=O)Nc1nn(C)c2nc3ccc(C)cc3cc12	i	-2.2
COc1ccc(N2CCN(S(=O)(=O)c3ccc4c(c3)NC(=O)CC(=O)N4)CC2)cc1	i	-0.37
COc1ccc(OCCCNCCc2ccccc2)cc1	i	0.03
CC(C)c1nc(CNC(=O)CC2C(=O)NCCN2Cc2ccc(F)cc2Cl)cs1 (stereo not given)	i	0.01
C=C(c1ccccc1)c1ccc(N(C)C)cc1	i	1.3
Cc1ccc(NC(=O)Nc2ccccc2)cc1[N+](=O)[O-]	i	0.06
COc1ccc(N/N=C(/C(C)=O)N2CCCc3ccccc32)cc1	i	0.98
Cn1cccc1CNCc1ccc(F)cc1	i	-3.9
O=C(COc1ccc(OCc2ccccc2)cc1)NN=C1CCCC1	i	-2.1
Fc1cccc(Cl)c1CNCCCSc1ncccn1	i	-2.3
NCCCNC(=O)Cn1c(=O)c2c3c(sc2n(Cc2ccccc2)c1=O)CCCC3	i	0.56
O=C(CSc1nc2ccccc2o1)NCc1n[nH]c(=O)c2ccccc12	i	0.09
CCOCc1nnc(NS(C)(=O)=O)s1	i	1.4
CC(NC(=O)CN(C)S(=O)(=O)c1ccc(Br)s1)c1ccccc1 (stereo not given)	i	-0.32
CCN(CC(=O)Nc1ccc(NC(C)=O)cc1)C(=O)c1ccc(NC2CC2)c([N+](=O)[O-])c1	i	-0.99
Cc1c(C(=O)OCC(C)(C)CN(C)C)oc2ccccc12	i	0.52
COc1ccc(C(CCN2CCCC2)c2c(OC)cc(OC)c3c(-c4ccccc4)cc(=O)oc23)cc1 (stereo not given)	i	-0.53
CCCNC(=S)N1CCC(NC(=O)c2ccc(C)cc2)CC1	-7.3*	-2.3
N/C(=N\OC(=O)CC1CCCCC1)c1cccnc1	i	-1
COc1nc(-c2ccc(Cl)cc2)nnc1C	i	0.6
O=C(CC1S/C(=N/N=C/c2ccco2)NC1=O)Nc1ccccc1 (stereo not given)	i	0.05
COC(=O)C(CC(C)C)NC(=O)c1cccs1 (stereo not given)	i	0.34
COc1ccc(CNC(=O)c2ccc[nH]2)cc1	i	-2
COc1c(F)c(F)c(C(=O)Nc2ccc(N3CCN(Cc4ccccc4)CC3)cc2)c(F)c1F	i	-1.4
Clc1c2c(nc3ccccc13)CCC2	i	-1.2
O=C(O)CCC1=C2c3ccccc3CCN2C(=O)CC1	i	0.9
CC(=O)NCCc1nc2cc(NC(=O)Nc3ccccc3)ccc2n1C	i	-0.65
COC(=O)c1ccc(CSc2nc3cc(Cl)ccc3s2)o1	i	1.2
C/C=C\C=C/C(=O)Nc1cccc(C2=NOC3(C2)C[C@@H](C(N)=O)N(C(=O)CCCCC)C3)c1 (stereo not given in full)	i	0.08
CCOc1cccc(-c2nnc(SCC(=O)Nc3cccc(OC)c3)n2N)c1	i	1.3
CCOC(=O)c1ccc(N2C(=O)CC(C)(CC)CC2=O)cc1	i	0.42
O=C(Nc1c2c(nn1-c1ccccc1)CS(=O)(=O)C2)c1ccco1	i	0.19
CC(=Nc1ccccc1)C1=C(O)CSC1=O	i	-0.93
Cc1ccc(NC(=O)C2CCCO2)c(Br)c1 (stereo not given)	i	1.4
CN(CC(CC(=O)Nc1nncs1)c1ccccc1)S(=O)(=O)c1ccccc1 (stereo not given)	i	0.31
Cc1ccc(C2/C(=C(\O)c3cnn(-c4ccccc4)c3C)C(=O)C(=O)N2CCN(C)C)o1 (stereo not given)	i	0.8
S=c1[nH]nc(-c2n[nH]c3c2CCC3)n1/N=C/C=C/c1ccco1	i	1.3
COC(=O)C1=C(C)N(c2cccc(C)c2)C(=O)/C1=C\c1cccs1	-6.7*	-0.27
COc1ccc(CN2CCN(Cc3cccc(OC)c3)C(CCO)C2)cc1 (stereo not given)	i	0.69
CSCCC(NS(=O)(=O)c1ccc(Cl)c(Cl)c1)C(=O)O (stereo not given)	i	1.4
COc1cc2nc(CN3CCOCC3)n(CC(=O)NCC(F)(F)F)c(=O)c2cc1OC	i	-0.39
O=[N+]([O-])c1ccc(N2CCN(S(=O)(=O)Cc3ccccc3)CC2)cc1N1CCOCC1	i	1.6
Cc1cccc(C)c1NC(=O)CSc1nnc(-c2ccoc2C)n1CCc1ccccc1	i	-1.2
CC(=O)C1=C(C)NC(=O)CC1c1ccccc1Cl (stereo not given)	i	2

Compounds were not picked by outcome (roughly 1.9% active in at least one column).
